# aSyn 5UTR inh: 5' untranslated region of α-synuclein, MLPCN primary screen. alpha-synuclein 5'UTR reporter, inhibitor activity. inhibition, % (tested at 7.5 µM). 300,000 compounds, 0.82% hits. AID 1813; in the data active means inhibition above about 60%;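 further: H4 neuroglioblastoma cells stably carrying SNCA 5'UTR luciferase fusion; 0% = DMSO wells and 100% = positive control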
# MrgX1 antag: antagonists of human MrgX1 receptor; B-score at 10 µM; Q96LB2; MRGX1-HEK293 calcium flux, Fluo-4, BAM8-22 antagonism; hits give low values; 310,000 compounds, 1.3% hits;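 active means calcium-response B-score plate-corrected more than 3 library SD below zero, starting fluorescence within 5 deviations, no agonist response on first addition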;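 further: peak minus trough fluorescence over baseline after final BAM8-22 challenge near maximal dose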
# TRPC6 activator: activates the mouse TRPC6 cation channel; Q61143; HEK293-TRPC6 membrane potential dye fluorescence; hits give high values; B-score at 10 µM; 310,000 compounds, 0.13% hits;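 active means B-score of the integrated fluorescence ratio above library mean plus 3 SD, and starting fluorescence ratio within library mean plus 5 SD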;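 further: higher score means more depolarization so channel activation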
# TRPC4 potent: allosterically enhances the mouse TRPC4 cation channel. Q9QUQ5. HEK293 TRPC4beta/mu-opioid, DAMGO EC20, Fluo-4 Ca2+ flux; hits give high values. B-score at 10 µM. 310,000 compounds, 0.42% hits;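 active means B-score of calcium response area above 5 SD of library B-scores, with initial fluorescence ratio within 5 SD of library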;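 further: B-score of integrated fluorescence ratio over time as area under calcium response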
# Target sequence (Q9QUQ5 whole entry, looked up): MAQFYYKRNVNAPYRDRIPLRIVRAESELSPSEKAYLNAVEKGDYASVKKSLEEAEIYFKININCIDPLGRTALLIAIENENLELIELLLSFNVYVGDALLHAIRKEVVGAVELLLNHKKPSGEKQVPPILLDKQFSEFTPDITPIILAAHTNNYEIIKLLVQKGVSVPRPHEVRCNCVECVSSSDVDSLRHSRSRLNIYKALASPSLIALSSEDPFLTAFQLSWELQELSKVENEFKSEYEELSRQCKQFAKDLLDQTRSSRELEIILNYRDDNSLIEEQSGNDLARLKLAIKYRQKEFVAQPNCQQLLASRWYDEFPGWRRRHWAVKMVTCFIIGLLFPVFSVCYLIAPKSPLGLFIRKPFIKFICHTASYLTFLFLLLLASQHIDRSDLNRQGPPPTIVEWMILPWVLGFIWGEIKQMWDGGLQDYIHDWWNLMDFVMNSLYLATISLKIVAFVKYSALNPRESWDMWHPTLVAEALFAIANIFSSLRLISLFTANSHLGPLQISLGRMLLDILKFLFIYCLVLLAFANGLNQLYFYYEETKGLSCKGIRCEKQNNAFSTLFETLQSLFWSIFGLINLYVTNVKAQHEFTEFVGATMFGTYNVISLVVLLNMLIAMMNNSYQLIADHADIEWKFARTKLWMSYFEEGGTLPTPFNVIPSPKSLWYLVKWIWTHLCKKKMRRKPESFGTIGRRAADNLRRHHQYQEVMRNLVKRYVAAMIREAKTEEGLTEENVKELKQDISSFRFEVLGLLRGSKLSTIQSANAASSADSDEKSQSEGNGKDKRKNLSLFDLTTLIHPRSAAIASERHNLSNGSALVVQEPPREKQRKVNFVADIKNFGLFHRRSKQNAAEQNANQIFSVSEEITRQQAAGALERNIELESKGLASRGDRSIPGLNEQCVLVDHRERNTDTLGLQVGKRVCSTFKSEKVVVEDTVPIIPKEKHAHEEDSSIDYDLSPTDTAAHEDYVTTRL
# SKKanGAS inh: inhibitors of SKKanGAS S. pyogenes growth in kanamycin (SK-promoter or general growth effect); BacTiter-Glo, 6 h; inhibition, % at 7.5 µM; 300,000 compounds, 1.3% hits;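 active means mean replicate score, as percent of positive control median, at least 50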;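 further: strain carries kanamycin resistance gene driven by streptokinase promoter and grows in 40 µg/ml kanamycin; loss of luminescence reflects streptokinase promoter inhibition or plain growth inhibition; 0% = median of DMSO wells and 100% = positive control at its reference dose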
# HIF act: HIF pathway transcriptional activation; activation, % at 7.5 µM (by protocol); 300,000 compounds, 0.32% hits; U2OS HRE-luciferase reporter, luminescence; normalized: DMSO 0%, desferrioxamine 100%;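 active means mean activation of at least 10% of the iron chelator positive control signal, with at least half of replicates also reaching 10%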
# IEC-6 tox: IEC-6 cytotoxicity, counter-screen for KLF5 inhibitors | luminescence viability | inhibition, % at 5 µM | 290,000 compounds, 0.78% hits | AID 1825; in the data active means inhibition above about 22%;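 further: 0% = plate median of test compound wells and 100% = cytotoxic reference compound wells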
# TRPC4 agonist: opens the mouse TRPC4 cation channel | 310,000 compounds, 0.49% hits | Q9QUQ5 | B-score at 10 µM | HEK293 TRPC4beta/mu-opioid, Fluo4 calcium fluorescence; hits give high values;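 active means B-score above 5 SD of library B-scores, and initial fluorescence ratio not above library mean plus 5 SD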;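 further: positive B-score marks a calcium rise read as TRPC4 activation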
#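 Test system: HEK293 cells stably co-expressing mouse TRPC4beta and mu-opioid receptor | Schedule: Fluo4 dye loading 45 min at room temperature, 110 s recording | Measured by: Kinetic Fluo4 calcium fluorescence, 5 s baseline at 1 Hz | Evaluation: B score of integrated ratio | Controls: Buffer (low) and maximal DAMGO (high)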
# TRPC6 inh: blocks the mouse TRPC6 cation channel | HEK293-TRPC6, membrane potential dye, ACh-evoked depolarization; hits give low values | B-score at 10 µM | AID 2553 | 310,000 compounds, 1.1% hits;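 active means B-score under library mean minus 3 SD, initial fluorescence not abnormally high, positive integrated signal ratio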;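 further: B-score derived from integrated fluorescence ratio over the kinetic read; more negative B-score means stronger inhibition of depolarization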
# KLF5 inh: suppresses KLF5 promoter-driven expression. DLD-1 KLF5 promoter-luciferase reporter, luminescence. inhibition, % at 5 µM. 290,000 compounds, 0.23% hits. AID 1700;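 active means inhibition above a per-plate limit of that plate's mean compound inhibition plus 3 SD, cut at about 60% in these data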;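 further: 0% = DMSO wells and 100% = LY294002 at 200 µM; higher means less KLF5 promoter-driven luciferase light; inactives centre near -14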
# TRPC4 block: TRPC4 (mouse) channel inhibition; HEK293 TRPC4beta/mu-opioid, DAMGO-evoked Fluo4 calcium flux; hits give low values; B-score at 10 µM; Q9QUQ5; 300,000 compounds, 0.39% hits; AID 2247;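 active means B-score over 3 SD under the library average, no early fluorescence shift, positive overall ratio signal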
#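 Material: HEK293 cells with stable TRPC4beta plus mu-opioid receptor expression / Probe or stimulus: DAMGO in two steps, submaximal then maximal / Compound: single concentration per test compound / Technique: kinetic Fluo4 fluorescence imaging of calcium influx / Read-out: per-well B score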
# Numbers without * were called inactive; i = inactive; nt = not tested or not shown.
SMILES,aSyn 5UTR inh,MrgX1 antag,TRPC6 activator,TRPC4 potent,SKKanGAS inh,HIF act,IEC-6 tox,TRPC4 agonist,TRPC6 inh,KLF5 inh,TRPC4 block
O=C(CSc1nnc(CNC(=O)c2c(F)cccc2F)o1)NCc1ccc(F)cc1,-8,i,i,i,-15,0.1,6,i,i,-4,i
CC(OC(=O)c1cc[n+]([O-])cc1)C(=O)Nc1ccc(Cl)cn1 (stereo unspecified),0,i,i,i,-4,0.5,-5,i,i,-20,i
Cc1ccccc1NC(=O)c1cccc(N2C(=O)C3C4CCC(C4)C3C2=O)c1 (stereo unspecified),-29,i,i,i,10,1.7,11,i,i,-13,i
O=C(Cn1cnc2c(cnn2-c2ccccc2)c1=O)N1CCCc2ccccc21,8,i,i,i,-7,-1.1,1,i,i,-24,i
Cc1ccc(S(=O)(=O)N(CC(O)CN2C(=O)NC(C)(C)C2=O)c2ccccc2)cc1 (stereo unspecified),-14,i,i,i,4,0.0,-4,i,i,-49,i
COc1cc(NC(=O)c2cccs2)c(OC)cc1NC(=O)CCC(=O)Nc1cccc2ncccc12,-16,i,i,i,-3,-0.5,2,i,i,-3,i
Cc1ccc(-c2c[n+]3c(n2-c2ccccc2)SCC3)cc1,1,i,i,i,7,0.4,11,i,-5.4*,0,i
CC1=[N+](C)N(c2ccccc2)C(=O)C1N=C/C=C/c1ccccc1 (stereo unspecified),-22,i,i,i,-1,-1.0,-4,i,i,-27,i
Nc1nnc(SCC(=O)NC2CCCCC2)s1,5,i,i,i,-2,0.3,-3,i,i,-45,i
Cc1cccn2cc(-c3cccc(S(=O)(=O)N4CCCCC4)c3)nc12,0,i,i,i,-5,-0.4,0,i,i,-34,i
CCOc1ccccc1N1CCN(c2nc(N)c(C#N)c(CC#N)c2C#N)CC1,4,i,i,i,22,0.0,-8,i,i,10,i
O=C(NNC(=O)c1ccc(O)c(Cl)c1)c1cccc(S(=O)(=O)N2CCOCC2)c1,-1,i,i,i,1,-0.7,nt,i,i,nt,i
CC(=O)Nc1nc2ccccc2n1CCN1CCOCC1,-7,i,i,i,3,0.0,5,i,i,-28,i
CCn1c(SCC(=O)NCCc2ccc(F)cc2)nnc1-c1cccs1,2,i,i,i,0,0.8,4,i,i,-29,i
Cc1cccc2c1NC(=O)C2=Nc1ccc(Cl)cc1,-11,i,i,i,-2,0.5,1,i,i,-20,i
Cc1cc(-c2ccc(S(=O)(=O)N3CCN(c4cccc(C(F)(F)F)c4)CC3)s2)on1,-3,i,i,i,-2,-0.4,-2,i,i,-21,i
Cc1ccc(Nc2nnc(C)c3ccccc23)c(C)c1,4,i,i,i,5,0.0,nt,i,i,nt,i
c1cncc(C(c2nnnn2C2CCCC2)N2CCN(Cc3ccc4c(c3)OCO4)CC2)c1 (stereo unspecified),-31,i,i,i,-2,-0.3,-2,i,i,-29,i
Cc1c(CCC(=O)O)c(=O)oc2cc(O)ccc12,-6,i,i,i,0,0.0,12,i,i,-18,i
O=c1cc(NCCO)c2ccccc2o1,-8,i,i,i,0,-0.1,3,i,i,11,i
Cc1ccc(C(C(=O)NC2CCCCC2)N(Cc2ccccc2)C(=O)Cc2c[nH]c3ccccc23)o1 (stereo unspecified),15,i,i,i,9,-0.4,1,i,i,19,i
CCc1ccc(/C(C)=N/NC(=O)c2ccccn2)cc1,-35,i,i,i,-8,0.4,0,i,i,-5,i
Cc1coc2c(C)c3oc(=O)c(CCC(=O)N(C)CC(=O)O)c(C)c3cc12,1,i,i,i,-4,0.2,-2,i,i,-3,i
O=C(NCc1ccccc1)c1ccc(Oc2ccc(C(=O)NCc3ccccc3)cc2)cc1,-3,i,i,i,7,0.3,-1,i,i,-35,i
C/C(=N\NC(=O)c1ccc(Cn2cc([N+](=O)[O-])cn2)o1)c1cccc(NC(=O)C(C)C)c1,-3,-5.6*,i,i,-4,nt,2,i,i,6,i
CC(C)c1ccc(NC(=O)COC(=O)/C=C/c2cccc([N+](=O)[O-])c2)cc1,-27,i,i,i,-3,0.3,-5,i,i,-16,i
Cc1ccc[n+](/C(C(=S)NCc2ccco2)=C(/[O-])c2ccccc2Cl)c1,13,i,i,i,-6,-0.4,-1,i,i,-26,i
CC(Cc1cccnc1)NC(=O)c1ccccc1OC1CCN(S(C)(=O)=O)CC1 (stereo unspecified),8,i,i,i,-3,-0.8,-5,i,i,-12,i
COCCNC(=O)CN1CCCCCC1,6,i,i,i,-4,0.0,-3,i,i,-35,i
O=C(Nc1ccccc1C(=O)NCc1cccnc1)c1ccccc1F,6,i,i,i,-8,-0.2,-3,i,i,-32,i
O=C(Cc1ccc(O)cc1)NC1CCCCCC1,-119,i,i,i,-12,4.3,-6,i,i,-72,i
CC1(C)CC(=O)c2sc(NC(=O)CN3CCCCC3)nc2C1,-8,i,i,i,-11,-0.2,0,i,i,26,i
Cc1cc(-c2nnc(CCC(=O)N(CC3CC3)CC3CCCO3)o2)no1 (stereo unspecified),-1,i,i,i,2,-0.1,-4,i,i,-18,i
O=C(NC1=NCCS1)c1cc2ccccc2o1,-6,i,i,i,0,-0.1,-3,i,i,-40,i
COC(=O)c1sc(-c2ccc(Cl)cc2)cc1NC(=O)CSCC(=O)O,20,i,i,i,21,-0.7,1,i,i,-29,i
O=S(=O)(c1ccc(NC(=S)Nc2ccc(OC(F)F)cc2)cc1)N1CCOCC1,-16,i,i,i,-4,0.2,-2,i,i,4,i
Cn1c(/N=C/c2ccc3c(c2)OCO3)nc2ccccc21,15,i,i,i,-7,-0.1,-3,i,i,-16,i
Cc1ccc2c(Cl)cc(Cl)c(OCC(=O)Nc3cccc(S(=O)(=O)N(C)C)c3)c2n1,19,i,i,i,-1,-0.2,3,i,i,1,i
Cc1cc(N2CCN(C)CC2)nc2ccc(NC(=S)N3CCOCC3)cc12,-11,i,i,i,-1,0.7,-4,i,i,-20,i
CNC(=S)N(CCc1c(C)[nH]c2ccc(OC)cc12)Cc1cccnc1,-14,i,i,i,-8,0.0,-3,i,i,-21,i
CC(=O)c1ccc(NC(=O)CN2C(=O)CCC2=O)cc1,2,i,i,i,-22,-0.8,5,i,i,-3,i
Cc1ccc2nc(NC(=O)C3CC3C)sc2c1 (stereo unspecified),-105,i,i,i,-8,2.3,6,i,i,-151,i
CCN(CC)S(=O)(=O)c1cc([N+](=O)[O-])ccc1N1CCC(C(N)=O)CC1,10,i,i,i,2,-1.0,2,i,i,-1,i
CCOc1ccc(CN(C)CCc2ccccn2)cc1,-30,i,i,i,1,-0.5,-3,i,i,-24,i
O=C(CSc1ncnc2c1cnn2-c1ccccc1)Nc1ccccc1,-35,i,i,i,-8,nt,1,i,i,-9,i
Cc1c(C(=O)N2CCCC2)oc2c1-c1nn(CC(=O)NCCCOC(C)C)cc1CC2,-8,i,i,i,-2,0.1,-4,i,i,-20,i
COC(=O)n1c(SC)nc2ccccc21,-12,i,i,i,2,0.5,0,i,i,-35,i
Clc1ccc(Cc2nnc(-c3cccs3)o2)cc1,-116,i,i,i,0,2.5,5,i,i,-14,i
COc1cccc(-c2nc(CS(=O)(=O)CC(=O)NCCc3ccc(OC)c(OC)c3)c(C)o2)c1,13,i,i,i,-5,0.0,3,i,i,14,i
Cc1ccc(S(=O)(=O)N2CCC(C)CC2)c([N+](=O)[O-])c1,-7,i,i,i,-8,-0.1,4,i,i,-15,i
COc1ccc(CCNC(=O)CSc2cn(Cc3ccccc3)c3ccccc23)cc1OC,16,i,i,i,-4,0.1,-2,i,i,-5,i
S=C(Nc1ccc(Cl)cc1)N1CCN(C2CCCCC2)CC1,-11,i,i,i,-7,0.3,-4,i,i,-3,i
CCn1cc(/C=C/C(=O)Nc2c(C)nn(Cc3ccccc3C)c2C)cn1,0,i,i,i,-9,0.9,2,i,i,-30,i
COc1ccc(/C=C2\SC(=S)N(CC(=O)NCCO)C2=O)cc1,-2,i,i,i,-1,-0.4,2,i,i,-17,i
COC(=O)c1cc(-c2ccccc2)sc1NC(=O)CN1C(=O)c2ccccc2C1=O,-15,i,i,i,0,-0.1,0,i,i,0,i
O=C(CC12CCC(CC1)C2)NCc1ccc2c(c1)OCO2,-33,i,i,i,5,1.7,-2,i,i,-18,i
O=C(Nc1ccc(C(F)(F)F)cc1)N1CCN(C(=O)c2ccco2)CC1,-6,i,i,i,-1,-0.1,6,i,i,-47,i
CCCCCC[N+](C)(C)CC/C=C1/c2ccccc2Sc2ccc(Cl)cc21,-30,i,i,i,33,-1.1,-8,i,-6.6*,-13,-7*
COCCCNC(=O)c1ccc(CS(=O)(=O)c2ccccc2OC)o1,5,i,i,i,-1,1.0,7,i,i,-22,i
NS(=O)(=O)c1ccc(CCNS(=O)(=O)c2cccc3cccnc23)cc1,6,i,i,i,-11,-0.1,-10,i,i,-50,i
# Additional entries follow.
SMILES,aSyn 5UTR inh,MrgX1 antag,TRPC6 activator,TRPC4 potent,SKKanGAS inh,HIF act,IEC-6 tox,TRPC4 agonist,TRPC6 inh,KLF5 inh,TRPC4 block
O=C(c1oc(=O)c2ccccc2c1-c1ccccc1)N1CCOCC1,-8,i,i,i,5,1.0,-6,i,i,-16,i
O=C(Nc1ccc(Cl)cc1)c1cc2nc(C3CC3)cc(C(F)(F)F)n2n1,-11,i,i,i,2,0.4,2,i,i,-36,i
CC1CN(C(=O)COC(=O)c2nn(-c3ccccc3)c(=O)c3ccccc23)CC(C)O1 (stereo unspecified),1,i,i,i,-1,0.0,2,i,i,-30,i
CCOC(=O)c1sc(-c2ccc(Cl)cc2Cl)nc1O,-14,i,i,i,16,0.0,3,i,i,-17,i
CC(C)(C)c1ccc(S(=O)(=O)NCc2ccccn2)cc1,-23,i,i,i,0,1.0,-11,i,i,-43,i
CC(=O)C1=NOC2C(=O)N(c3ccccc3)C(=O)C12 (stereo unspecified),-4,i,i,i,-1,0.7,1,i,i,1,i
Cc1ccccc1C(=O)c1cccn1CC(=O)NCc1ccc2c(c1)OCO2,-37,i,i,i,-22,2.4,-2,i,i,-27,i
Cc1ccc(NS(=O)(=O)N2CCOCC2)cc1,6,i,i,i,-1,-0.1,-1,i,i,-19,i

# Entries listed above printed as active in TRPC4 block:
molecule	aSyn 5UTR inh	MrgX1 antag	TRPC6 activator	TRPC4 potent	TRPC4 agonist	KLF5 inh	TRPC4 block
CCCCCC[N+](C)(C)CC/C=C1/c2ccccc2Sc2ccc(Cl)cc21	-30	i	i	i	i	-13	-7*
